Dyrk1A ADPGlo: blocks rat Dyrk1A kinase activity; Q63470; ADP-Glo luminescence, NFATc1 peptide; inhibition, % at 12.5 µM; 0.43% of 310,000 active; AID 504441; in the data active = inhibition above about 50%;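 also: plate controls were vehicle with enzyme for no effect and no enzyme for full effect; many of its hits are not listed in these tables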
GSK3 alpha inh: blocks human GSK-3 alpha kinase; 0.1% of 320,000 active; AID 2650; ADP-Glo luminescence, 60 min; inhibition, % at 10 µM; P49840;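 in the data active = inhibition above about 50%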;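 also: GST-tagged GSK-3 alpha with peptide substrate and 25 µM ATP; 0% = DMSO neutral wells and 100% = GW8510 positive control wells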
Target sequence (P49840 whole entry, looked up): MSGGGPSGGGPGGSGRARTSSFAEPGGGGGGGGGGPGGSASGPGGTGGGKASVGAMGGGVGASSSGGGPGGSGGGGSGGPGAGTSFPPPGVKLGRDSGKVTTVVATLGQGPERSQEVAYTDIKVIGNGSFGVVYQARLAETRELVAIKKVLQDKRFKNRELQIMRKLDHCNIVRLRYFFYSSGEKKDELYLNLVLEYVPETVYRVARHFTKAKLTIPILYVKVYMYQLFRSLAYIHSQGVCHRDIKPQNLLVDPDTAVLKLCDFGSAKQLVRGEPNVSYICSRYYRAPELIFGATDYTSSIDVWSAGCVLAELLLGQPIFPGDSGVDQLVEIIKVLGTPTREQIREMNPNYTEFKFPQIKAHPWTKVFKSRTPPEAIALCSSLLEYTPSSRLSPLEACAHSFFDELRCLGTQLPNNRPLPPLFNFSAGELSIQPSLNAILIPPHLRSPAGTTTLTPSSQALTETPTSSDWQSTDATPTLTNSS
HDAC3 inh: blocks human histone deacetylase 3. 0.15% of 320,000 active. AID 2718. recombinant HDAC3, fluorogenic peptide/trypsin coupled, fluorescence. O15379. inhibition, % at 8.3 µM; in the data active = inhibition above about 26%, passing the limit was not always enough; inconclusive = no clear call, values can overlap the other calls
hERG protect: hERG (human) protection from proarrhythmic block | Q12809 | CHO-hERG, FluxOR thallium flux, dofetilide IC70 present | activation (rescue from dofetilide block), less the hit threshold, % at 10 µM | 0.51% of 310,000 active;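 active = activation above the mean of controls blocked by dofetilide plus 5 SD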;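 also: thallium influx through hERG after potassium depolarization seen as dye fluorescence rise; in these data hits start at about 4.7%; inactives centre near -7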
GSK3beta inhib: human GSK3beta kinase inhibition | P49841 | 0.038% of 300,000 active | GST-GSK3beta kinase, ADP-Glo luminescence, 60 min; hits give low values | activity score (negative = inhibition), % at 10 µM;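 active = more than half of replicate wells score below -50%, meaning over 50% inhibition versus plate controls; inconclusive = some replicates but at most half score below -50%; inactive = no replicate scores below -50%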;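 also: 0% = median DMSO wells and -100% = median GW8510 positive control wells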
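Test system – GST-tagged human GSK3beta kinase, cell-free · Incubation – 60 min enzyme reaction, room temperature · Signal – ADP-Glo luminescence · Also added – peptide substrate and ATP at 25 µM · Controls – DMSO neutral wells and GW8510 at 20 µM as positive · Buffer or medium – Tris/MgCl2 kinase buffer · Measure – Luminescence-derived activity versus plate DMSO and GW8510 wells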
PolyA inh: yeast polyadenylation inhibition. calls only at 12 µM. 0.02% of 300,000 active. S. cerevisiae SKY197-pL101 polyadenylation reporter, beta-gal luminescence; efflux-impaired pdr1/pdr3 knockout yeast; score 100 = 6 SD above DMSO;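 active = lowest replicate activity score at least 50, where 100 means six control SD above control mean; inconclusive = lowest score under 50 but half or more replicates reach 50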;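 also: yeast exposed to compound for 9 h at 30 °C; higher score means more reporter readthrough which indicates perturbed polyadenylation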
RGS4 act: potentiators or activators of RGS4. 0.92% of 310,000 active. B-score at 10 µM. HEK293 M3R/inducible RGS4, carbachol calcium flux Fluo4; hits give low values;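 active = B-score of the integrated calcium signal more than 4 SD below the library mean, with starting fluorescence not abnormally high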;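 also: negative B-score means reduced calcium response which marks RGS4 activation or potentiation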
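Also added: carbachol at ECmax as muscarinic agonist stimulus; Assay system: HEK293 cells with stable M3R and inducible RGS4; Timing: overnight RGS4 induction, 30 min dye load 37 °C, 20 min compound RT; Measured by: Fluo4-AM (2 µM) calcium-flux fluorescence, kinetic read.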
KCNK3 block: human KCNK3 channel inhibition, primary screen | CHO-KCNK3 thallium flux, FluxOR fluorescence; hits give low values | O14649 | 0.84% of 340,000 active | B-score at 10 µM;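 active = B-score under library mean minus 4 SD, starting fluorescence ratio at most library mean plus 5 SD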;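 also: more negative B-score means stronger inhibition of thallium flux through KCNK3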
Target sequence (O14649 whole entry, looked up): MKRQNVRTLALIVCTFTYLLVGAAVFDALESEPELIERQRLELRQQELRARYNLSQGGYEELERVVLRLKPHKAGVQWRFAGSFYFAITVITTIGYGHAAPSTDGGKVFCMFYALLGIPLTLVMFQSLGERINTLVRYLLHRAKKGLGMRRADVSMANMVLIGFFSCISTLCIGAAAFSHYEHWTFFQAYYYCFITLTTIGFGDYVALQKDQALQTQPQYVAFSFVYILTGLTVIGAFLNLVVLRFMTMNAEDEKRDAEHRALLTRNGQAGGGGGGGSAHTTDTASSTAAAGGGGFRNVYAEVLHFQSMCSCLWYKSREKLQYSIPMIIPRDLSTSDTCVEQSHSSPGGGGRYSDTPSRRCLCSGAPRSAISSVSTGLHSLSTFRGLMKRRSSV
KCNQ1 act: potentiators or activators of human KCNQ1 potassium channel; CHO-K1 KCNQ1, thallium flux FluxOR fluorescence; hits give high values; 0.35% of 310,000 active; B-score at 10 µM; P51787;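 active = fluorescence ratio B-score, a plate-corrected score, at least three library SD, with initial intensity B-score within 5 SD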
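Doses: Single concentration per compound, DMSO matched to controls | Test system: KCNQ1-transfected CHO-K1 cells | Timing: 90 min dye loading and 20 min compound exposure, both at room temperature | Measured by: Kinetic FluxOR thallium fluorescence, 10-s 1-Hz baseline, 110-s post-stimulus read | Medium: Assay buffer with matched DMSO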
KCNK9 inh: human KCNK9 channel inhibition; Q9NPC2; HEK293 KCNK9, FluxOR thallium flux fluorescence; hits give low values; B-score at 10 µM; 1.2% of 310,000 active;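 active = ratio B-score over 3 SD below the library mean, with starting fluorescence within 5 SD of its mean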;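 also: negative B-score means less thallium flux so channel inhibition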
KCNQ1 block: human KCNQ1 channel inhibition | P51787 | CHO-K1 KCNQ1, FluxOR thallium flux fluorescence; hits give high values | B-score at 10 µM | 1.3% of 310,000 active;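 active = compounds whose thallium flux B-score, printed positive for inhibition, exceeds three library SD while starting fluorescence stays within three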;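 also: channel opened by potassium depolarization with thallium stimulus after 20 min compound exposure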
* = called active by the depositor; i = inactive; u = inconclusive; x = no result given.

Under each structure: Dyrk1A ADPGlo, GSK3 alpha inh, HDAC3 inh, hERG protect, GSK3beta inhib, PolyA inh, RGS4 act, KCNK3 block, KCNQ1 act, KCNK9 inh, KCNQ1 block
1) CCC(C)(C)n1nnnc1C(c1ccc(C)cc1)N1CCN(Cc2ccc3c(c2)OCO3)CC1 (centres undefined)
    3, -2, 8, -14, -3, i, i, i, i, i, i
2) O=C1c2c(O)cc(O)cc2O[C@H](c2ccc(O)c(O)c2)[C@H]1O
    29, 7, 2, -7, 2, i, i, i, i, i, i
3) O=c1oc(-c2ccccc2Br)nc2ccccc12
    -2, 3, 44*, -2, -5, i, i, i, i, i, i
4) Cc1cc([N+](=O)[O-])ccc1NC1CCCC1
    1, 1, -3, -10, 1, i, i, i, i, i, i
5) CCc1noc(C)c1C(=O)OCC(=O)N(CCOC)c1c(N)n(Cc2ccccc2)c(=O)[nH]c1=O
    3, 1, -7, -15, 1, i, i, i, i, i, i
6) CCCOP(=O)(c1ccc(N(C)C)cc1)C(O)c1cc(OC)c(OC)c(OC)c1 (centres undefined)
    -1, -2, 7, -2, 2, i, i, i, i, i, i
7) Cc1cc(NC(=O)COc2coc(CN3CCN(c4ccc(F)cc4)CC3)cc2=O)no1
    -6, -1, x, -11, 4, i, i, i, i, i, i
8) CCCNC(=O)c1ccc(Cn2cc(C(F)(F)F)ccc2=O)cc1
    5, -6, 3, -8, 1, i, i, i, i, i, i
9) O=C(CN1C(=O)c2ccccc2S1(=O)=O)c1ccccc1Cl
    9, -1, -2, -10, -11, i, i, i, i, i, i
10) COc1ccc(/C=C/C(=O)Nc2cc(S(=O)(=O)N3CCOCC3)ccc2C)cc1OC
    -5, -2, -1, -7, 1, i, i, i, i, i, i
11) COc1ccc(/C=N/OC(=O)Nc2ccc(Cl)cc2)c(OC)c1
    -4, -4, 2, -5, 1, i, i, i, i, i, i
12) O=C(CCC(=O)Nc1ccccc1)N/N=C/c1ccc2c(c1)OCO2
    -3, 0, 2, -8, 2, i, i, i, i, i, i
13) COc1ccccc1/C=C1\SC(=S)N(NS(=O)(=O)c2ccccc2)C1=O
    -2, -8, 4, -3, 2, i, i, i, i, i, i
14) CCOc1ccccc1N(C)C(=O)c1cc2c(=O)n(CC)c3ccccc3c2s1
    12, 8, 7, -8, 0, i, i, i, i, -14*, i
15) COC(=O)CCNC(=O)c1ccc2[nH]c(C)c(C)c2c1
    -7, -1, 7, -8, 6, i, i, i, i, i, i
16) CC1=C[C@@H](C)[C@@H](c2ccccc2)OC1=O
    3, 1, -13, -10, -4, i, i, i, i, i, i
17) CCOC(=O)C1CCN(C(=O)CC(C)S(=O)(=O)c2ccc3c(c2)NC(=O)CO3)CC1 (centres undefined)
    -2, 0, -4, -3, 0, i, i, i, i, i, i
18) Cc1cc(OCCN2CCCC2)ccc1[N+](=O)[O-]
    -2, 0, 1, 0, 0, i, i, i, i, i, i
19) COc1cccc(NC(=S)NC(=O)c2c(Cl)c(C)nn2C)c1
    0, -2, 2, -3, 1, i, i, i, 8*, i, i
20) O=C(NCC1CC1)C1(S(=O)(=O)c2ccccc2)CC=CC1
    7, 0, -1, -10, 1, i, i, i, i, i, i
21) CCOc1ccc(S(=O)(=O)n2c([N+](=O)[O-])cnc2C)c(C)c1C
    -2, -5, 1, -7, 4, i, i, i, i, i, i
22) COc1cccc(CN2CCC(C(=O)Nc3ccc(Oc4cccnc4)cc3)CC2)c1
    0, x, x, -8, 2, i, i, i, i, i, i
23) COCCNC(=O)c1sc2nc(-c3ccccc3)cn2c1C
    -1, 0, -3, -11, 0, i, i, i, i, i, i
24) O=C(c1ccc(-c2ccccc2)cc1)c1ccccc1C(=O)N1CCOCC1
    -2, -3, u, -6, 1, i, i, i, i, i, i
25) Cc1cccc(-c2c3c(=O)n(C)c(=O)n(C)c3cn2C(C)C)c1
    1, 0, 2, -15, 2, i, i, i, i, i, i
26) Cc1ccc2c(c1)c1c3n2CCN(C(=O)C2CC2)C3CCC1 (centres undefined)
    5, -1, 2, -5, 3, i, i, i, i, i, i
27) COc1ccc(CN(Cc2ccco2)S(=O)(=O)c2ccc(S(=O)(=O)N3CCCC3)cc2)cc1
    -6, -3, 11, -10, -1, i, i, i, i, i, i
28) COc1cccc(C(=O)Nn2c(-c3cccs3)nc3ccccc3c2=O)c1OC
    -5, -1, -3, -15, 2, i, i, i, i, i, i
29) COc1ccc(N2CCN(CC(O)COCCOc3ccc(Br)cc3)CC2)cc1 (centres undefined)
    -9, -1, 2, -12, -9, i, i, i, i, i, i
30) CCc1noc(C)c1C(=O)OCC(=O)N(CC)c1c(N)n(Cc2ccccc2)c(=O)[nH]c1=O
    1, 1, 2, -10, 2, i, i, i, i, i, i

Additional results
Under each structure: Dyrk1A ADPGlo, GSK3 alpha inh, HDAC3 inh, hERG protect, GSK3beta inhib, PolyA inh, RGS4 act, KCNK3 block, KCNQ1 act, KCNK9 inh, KCNQ1 block
31) CCOC(=O)N(C)c1ccc(C(O)(C(F)(F)F)C(F)(F)F)cc1
    2, 1, 10, -12, 1, i, i, i, i, i, 8*
32) CC(C)(C)C1=C(C#N)C(c2cc3c(cc2Br)OCO3)C(C#N)=C(N)O1 (centres undefined)
    -3, 10, -2, -4, -2, i, i, i, i, i, i
33) CS(=O)(=O)NCCSc1cc(C(F)(F)F)nc2ccccc12
    14, 0, -6, -3, 0, i, i, i, i, i, i
34) CC(NC(=O)CNC(=O)OCc1ccccc1)C(=O)N1CC(O)CC1C(=O)OCc1ccccc1 (centres undefined)
    1, -1, 0, -6, 2, i, i, i, i, i, i
35) O=S(=O)(/N=C(/Nc1ccccc1)c1ccccc1O)c1ccccc1
    x, -2, -3, -17, -2, i, i, i, i, i, i
36) Cc1c(N)cccc1-n1cccc1
    x, -1, 3, -3, 1, i, i, i, i, i, i
37) COc1ccc(C(=O)NC(=S)Nc2ccc(CN3CCCCC3)cc2)cc1Cl
    0, -2, 6, -23, -2, i, i, i, i, i, i
38) Cc1cc2c(cc1S(=O)(=O)CCC(=O)NCc1ccccc1)OCC(=O)N2
    1, -1, x, -14, -5, i, i, i, i, i, i
39) O=C(Nc1nnc(CCN2CCCCC2)s1)C1CCCCC1
    1, -6, -4, -8, -2, i, i, i, i, i, i
40) Cc1ccc(C(=O)NC(=S)NCc2ccccc2)cc1Br
    x, 4, 3, -6, -1, i, i, i, i, i, i
41) O=C(NCc1ccco1)c1cc(-c2cccc(Cl)c2)on1
    13, 2, -4, -10, -2, i, i, i, i, i, i
42) O=C(CSc1ncnc2c1oc1ccccc12)OCc1ccccc1
    -5, -2, -1, -6, -5, i, i, i, i, i, i
43) O=C(OCc1cccc2ccccc12)C1CC(=O)N(c2ccccc2)C1 (centres undefined)
    -3, x, 5, -7, -2, i, i, i, i, i, i
44) O=C(NCc1ccccc1)/C(=C\c1ccc(O)cc1)NC(=O)c1ccco1
    -5, 6, 0, -3, 1, i, i, i, i, i, i
45) CCOC(=O)N1CCN(C(=O)c2ccc3c(Cl)c4c(nc3c2)CCCC4)CC1
    6, -3, 0, -7, 6, i, i, i, i, i, i
46) COc1ccc(C(=S)N2CCOCC2)cc1OC(=O)c1ccc([N+](=O)[O-])cc1
    15, -2, -1, -4, -2, i, i, i, i, i, i
47) COCc1cc(N2CCOCC2)nc(SCc2ccc(Cl)cc2)n1
    -3, 1, 3, -4, -4, i, i, i, i, i, i
48) CC(C)C(=O)Nc1nnc(CCN2CCOCC2)s1
    1, x, -3, -10, 3, i, i, i, i, i, i
49) COc1cccc(C2NC(c3cccc(OC)c3O)C(C)C(=O)C2C)c1O (centres undefined)
    -1, 0, -4, -12, -1, i, i, i, i, i, i
50) CCOC(=O)CSc1ncnc2c(C(=O)OCC)c3n(c12)CCC3
    -5, -2, 1, -3, 2, i, i, i, i, i, i
51) CCC(=O)N(CCc1ccccc1)Cc1cc2cc(C)ccc2[nH]c1=O
    3, -2, -6, 3, 4, i, i, i, i, i, i
52) O=c1[nH]snc1N1CCOCC1
    -4, -2, -2, -12, 5, x, i, i, i, i, i
53) Cc1cc(C)c2c(N)c(C(=O)c3ccc(Br)cc3)oc2n1
    5, -1, -2, -13, 2, i, i, i, i, i, i
54) COC(=O)C(NC(=O)c1ccc(C)cc1)(Nc1cccc(C)n1)C(F)(F)F (centres undefined)
    -3, -1, 15, -12, -4, i, i, i, i, i, i
55) Cn1nc(-c2ccc(N3CCN(CCO)CC3)c([N+](=O)[O-])c2)c2ccccc2c1=O
    2, -1, 2, -5, -3, i, i, i, i, i, i
56) CC1=CC(=C(C#N)c2nc3ccccc3s2)C=C(C)N1c1ccc(F)cc1F
    5, x, x, 0, -1, i, i, i, i, i, i
57) Cc1ccc(NC(=O)c2ccc(Cl)c(S(=O)(=O)NCC3CCCO3)c2)c(O)c1 (centres undefined)
    0, 3, -7, -9, -1, i, i, i, i, i, i
58) CCc1ccc(CN2CCC(n3nccc3NC(=O)c3cccc(F)c3)CC2)cc1
    3, -3, -3, -10, 1, i, i, i, i, i, i
59) CCOC(=O)c1cc(S(=O)(=O)N2CCN(Cc3ccccc3)CC2)cn1C
    1, -2, 4, -5, 2, i, i, i, i, i, i
60) COC(=O)c1ccc(COn2c(=O)c(C)[n+]([O-])c3ccccc32)cc1
    -5, 0, 2, -2, -3, i, i, i, i, i, i

(more compounds)
Under each structure: Dyrk1A ADPGlo, GSK3 alpha inh, HDAC3 inh, hERG protect, GSK3beta inhib, PolyA inh, RGS4 act, KCNK3 block, KCNQ1 act, KCNK9 inh, KCNQ1 block
61) C=CCc1cc(Cl)ccc1OCCOCCN(C)C
    -5, 0, -4, -2, 1, i, i, i, i, i, i
62) O=C(CCNc1ccc(F)c(Cl)c1)c1ccco1
    1, -4, 10, -5, 4, i, i, i, i, i, i
63) Cc1cccnc1NC(=O)Nc1cccs1
    3, 0, -4, -4, 3, i, i, i, i, i, i
64) COCCCNCC#CCOc1ccc(OC)cc1
    -3, 0, 1, -4, 3, i, i, i, i, i, i
65) Cc1c(C)n2c(SCC(=O)N3CCCC3)nnc2[nH]c1=O
    -5, -2, -4, -14, -1, i, i, i, i, i, i
66) COc1ccc(C2C=C(C34CC5CC(CC(C5)C3)C4)NC(=S)N2)cc1OC (centres undefined)
    7, 0, -4, -10, 1, i, i, i, i, i, i
67) COc1cc(/C=N/NC(=O)c2cnccn2)cc(OC)c1OC
    5, x, x, -14, 1, i, i, i, i, i, i
68) CC(=O)c1sc(NC(=O)C2CCN(C(=O)c3ccccc3C)CC2)nc1-c1ccccc1
    42, 14, 7, -15, 0, i, i, i, i, i, i

A portion of the library; the hit share may differ from the screen's.
